# p47phox inh: p47phox (human) inhibition; inhibition, % at 24.7 µM; p47phox/p22phox peptide binding, fluorescence polarization, 2 h; 0.53% of 220,000 active; P14598;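 active = inhibition above about 30%, limit read from the data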;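 note: 0% = p47phox with labelled peptide and 100% = labelled peptide alone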
# Runt-SMMHC FRET: inhibitors of human RUNX1 Runt domain binding to CBFb-SMMHC | Q01196+Q13951 | Cerulean-Runt/Venus-CBFb-SMMHC FRET ratio 530/480, 1 h | inhibition, % at 20 µM | 0.74% of 220,000 active;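 active = mean inhibition across duplicate retests at 20 µM reaching about 50%, limit read from the data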;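 note: 0% = DMSO wells and 100% = wells with excess untagged CBFb-SMMHC; inhibitors lower the FRET ratio by blocking Runt binding to CBFb-SMMHC; some results filed as inactive read as strong as hits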
# Target sequence (Q01196 whole entry, looked up, the tested form may be a part): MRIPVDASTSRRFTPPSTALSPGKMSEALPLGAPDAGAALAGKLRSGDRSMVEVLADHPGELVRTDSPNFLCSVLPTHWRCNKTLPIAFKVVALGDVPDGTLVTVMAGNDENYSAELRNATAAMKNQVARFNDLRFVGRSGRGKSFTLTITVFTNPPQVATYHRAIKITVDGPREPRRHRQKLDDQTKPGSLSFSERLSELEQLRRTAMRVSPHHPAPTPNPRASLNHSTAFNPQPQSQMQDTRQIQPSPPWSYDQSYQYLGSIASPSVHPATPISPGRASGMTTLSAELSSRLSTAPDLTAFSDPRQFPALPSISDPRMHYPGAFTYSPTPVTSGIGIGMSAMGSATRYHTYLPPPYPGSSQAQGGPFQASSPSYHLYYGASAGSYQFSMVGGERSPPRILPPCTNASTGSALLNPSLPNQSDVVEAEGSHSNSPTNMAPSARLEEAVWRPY
# Target sequence (Q13951 whole entry, looked up, the tested form may be a part): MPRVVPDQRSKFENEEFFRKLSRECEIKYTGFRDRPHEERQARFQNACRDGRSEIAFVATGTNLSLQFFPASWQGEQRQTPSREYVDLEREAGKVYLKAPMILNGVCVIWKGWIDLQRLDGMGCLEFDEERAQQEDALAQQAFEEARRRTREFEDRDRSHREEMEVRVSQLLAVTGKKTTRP
# Tb hexokinase: T. brucei hexokinase 1 inhibition; recombinant TbHK1, G6PDH-coupled NADH A340; inhibition, % at 10 µM; 0.11% of 220,000 active; AID 1430;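 active = inhibition of 50% or more in the single-dose primary screen; inactive = inhibition below 50%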
# 14-3-3 Bad PPI: disrupts binding of bovine 14-3-3 zeta to phospho-Bad peptide | 0.71% of 220,000 active | TR-FRET 14-3-3zeta/Dy647-pBad peptide displacement, 1 h | inhibition, % at 21.7 µM;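 active = inhibition above about 70%, limit read from the data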;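 note: 0% = full 14-3-3 plus peptide FRET controls and 100% = background without 14-3-3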
# Target sequence (P63103 whole entry, looked up): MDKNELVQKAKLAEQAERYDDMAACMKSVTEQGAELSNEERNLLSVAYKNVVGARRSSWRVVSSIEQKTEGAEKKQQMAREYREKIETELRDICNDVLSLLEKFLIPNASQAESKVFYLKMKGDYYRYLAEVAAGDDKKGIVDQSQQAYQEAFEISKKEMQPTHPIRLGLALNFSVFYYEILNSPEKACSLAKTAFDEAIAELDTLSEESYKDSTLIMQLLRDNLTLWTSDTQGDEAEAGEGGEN
# zVAD death inh: blocks zVAD induced death of L929 cells. L929 zVAD necroptosis rescue, ATP luminescence, 24 h; with zVAD 60 µM. viability rescue, % at 10 µM. 0.38% of 220,000 active. AID 1377;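 active = activation, scaled between plate controls, above about 75%, limit read from the data; inactive = activation under that limit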;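 note: 0% = zVAD with DMSO and 100% = DMSO alone without zVAD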
# Mdm2 ligase inh: Mdm2 E3 ligase (human) inhibition; AID 1230; signal enhancement, % at 5 µM; 0.11% of 210,000 active; cell-based MDM2 ubiquitination luciferase reporter, 2 h; 0 = plate control, 100 = twice control, blank-subtracted; Q00987;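 active = signal enhancement of 30% or more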;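 note: luminescence tracks abundance of the self-degrading MDM2-luciferase fusion protein; higher signal means inhibition of MDM2 E3 ligase activity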
#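 Test system: mammalian cells stably expressing self-ubiquitinating, self-degrading MDM2 E3–luciferase fusion; Amount: 2000 cells in each well; Medium: DMEM; Schedule: 4 h settle plus 2 h compound, 37 °C; Technique: SteadyLite luciferase luminescence after 15 min room-temperature reagent incubation; Benchmarks: plate control and blank wells.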
# Hck Nef HTS: inhibitors of human Hck kinase activated by Nef. P08631. 0.68% of 220,000 active. inhibition, % at 20 µM. Recombinant Hck-YEEI plus Nef, Z-Lyte FRET kinase assay;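 active = Hck-Nef kinase inhibition above about 50%, limit read from the data; inactive = inhibition below that limit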;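 note: 0% = DMSO with Hck plus Nef and 100% = Hck alone without Nef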
# EBV gp42 block: EBV gp42 inhibition. AID 1085. Fluorescence polarization binding assay, mP read-out. Q1HVG2. 0.42% of 220,000 active. inhibition, % (tested at 21.74 µM); in the data active = inhibition above about 50%
# Runt-CBFb FRET: Runt domain-CBFb interaction inhibition; Q01196+Q13951; Cerulean-Runt/Venus-CBFb FRET ratio 530/480, 1 h; inhibition, % at 20 µM; 0.46% of 220,000 active;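 active = inhibition over about 50% at 20 µM in the single-dose screen, limit read from the data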;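 note: 0% = DMSO wells and 100% = excess unlabeled CBFb competitor control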
#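 Measured by: fluorescence energy transfer, 422 nm excitation, 530/480 nm emission; test system: Cerulean-tagged RUNX1 Runt domain (FRET donor) fusion protein; buffer or medium: Tris pH 7.5 buffer with BSA; compound: one dose, 20 µM compound, 1% DMSO; times: two 1 h room-temperature incubations shielded from light; benchmarks: unlabeled CBFb 5 µM, positive control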
# Active calls of the source: *; . = no result given; [ ] = dose if it differs, or a comment.
SMILES,p47phox inh,Runt-SMMHC FRET,Tb hexokinase,14-3-3 Bad PPI,zVAD death inh,Mdm2 ligase inh,Hck Nef HTS,EBV gp42 block,Runt-CBFb FRET
Cc1ccc(N2CCN(c3ccc(NC(=O)CCC(=O)O)cc3)CC2)cc1,-12,-1,-2,-11,0.8,0,-36,-20,-1
Cc1nc(N2CCOCC2)c2c(C)c(C(=O)Nc3ccccc3C(F)(F)F)sc2n1,-1,0,-10,-11,0.4,0,17,2,-4
Nc1nnc(CC2=CCCCC2)s1,-14,-3,3,4,0.1,-3,8,-19,-2
CC1(C)CC2CC(C)(CN2CC(=O)C(C#N)c2ccccc2)C1 (stereo not given),-16,4,6,-18,0.9,-15,-2,-14,0
CCCNC(=O)C12CCC(C)(C(=O)O1)C2(C)C (stereo not given),-16,-1,-2,-6,0.5,-4,11,-26,-1
CCOC(=O)Cn1c(=NC(=O)c2cccs2)sc2cc(C(=O)OC)ccc21,-5,-6,-5,10[fluorescence artefact?],-0.3,-10,-1,5,-4
Brc1ccccc1C1=Nn2c(nnc2-c2ccco2)SC1,-11,0,-12,-9,-0.2,-5,20,-10,7
O=C1N[C@@H](Cc2ccccc2)C(=O)N1CCN1CCOCC1,-3,5,5,-9[fluorescence artefact?],2.1,-7,0,-18,-1
CCOc1ccc(-n2cc(C(=O)N3CCC(C)CC3)c3cc(OC)c(OC)cc3c2=O)cc1,2,-7,-5,2,-0.4,14,2,-14,-5
CCCCn1c2nc3ccccc3nc2c2c(=O)n(CCC(C)C)cnc21,-17,2,-4,5,0.2,-4,3,-16,1
COC(=O)C1C(=O)C=C(Nc2ccc(F)cc2F)CC1c1ccc(OC)cc1 (stereo not given),4,4,-5,1,1.4,-3,3,9,3
CCN(CC)CCCNC(=O)c1ccc(Cl)c(S(=O)(=O)Nc2ccccc2OC)c1,-8,-2,-7,3,-0.8,-31,4,-14,1
COc1ccc(NC(=O)NC(C)(C(F)(F)F)C(F)(F)F)cc1,-2,-1,2,8,0.0,-8,0,-4,.
c1ccc(CN2CCN(C3=Nc4cccc5cccc3c45)CC2)cc1,-15,-26,-12,-6[fluorescence artefact?],-0.6,-14,7,13,-8
COc1ccc(-n2c(C)cc(/C=N/Nc3nc(N4CCOCC4)nc(N4CCOCC4)n3)c2C)cc1,-3,-3,-14,-7,0.1,-5,0,4,-2
CCN(CC)c1ccc(/C=C2/SC(=O)N(C(C)C)C2=O)o1,-247,24,-3,-18,1.5,1,5,-270,26
CC(=O)Nc1cccc(-c2nc3ccccc3[nH]2)c1,-4,-2,-1,-4,2.3,-5,-4,-3,1
O=C(NCc1ccccc1)c1ccc2c(c1)C(=O)N(CC1CCCO1)C2=O (stereo not given),-6,-9,5,-1,1.0,0,-2,-4,-1
Fc1ccc(N2CCN(c3nnnn3-c3ccccc3)CC2)cc1,-6,-1,-5,-4,0.5,-10,29,-10,1
CCOc1ccc2nc(COC(=O)c3ccncc3)c(C(=O)c3ccccc3)[n+]([O-])c2c1,20,-12,-17,7,0.1,-7,21,-16,0
COc1ccc(S(=O)(=O)Cc2ccc(C(=O)N3CCN(c4cc(Cl)ccc4C)CC3)o2)cc1,-4,-7,-7,3,1.7,-6,-1,-7,-8
O=C(NCc1cccs1)c1ccccc1,-19,-3,-9,-11[fluorescence artefact?],0.5,-11,9,-2,0
Cc1ccc(OCCOCCN2CCN(C)CC2)c([N+](=O)[O-])c1,-6,-4,5,56,23,-11,19,-13,0
Cc1ccc(N2C(=O)CC(Sc3cccs3)C2=O)cc1 (stereo not given),-15,4,11,-1,0.0,-25,10,4,12
O=C(COC(=O)/C=C/C(=O)OCC(=O)Nc1ccccc1F)Nc1ccccc1F,-11,-8,-5,-5,-0.2,-1,9,-9,1
CCn1ncc(C(=O)Nc2cc(C)on2)c1C,-12,-1,3,0,2.7,0,0,-21,.
NNC(=O)Cn1cnc2ccccc21,-6,-1,-6,-4,2.3,-6,2,-15,-1
Cc1ccc(Nc2ncnc3ccccc23)cc1,-2,-1,-8,4,2.9,-11,-8,-11,0
CC1(C)CC(=O)c2cc(OCC(=O)NCCCN3CCN(c4ccc(F)cc4)CC3)ccc2O1,-5,2,-3,20,0.0,-8,5,-11,-2
C=CCNc1sc(C(=O)C2CC2)c(N)c1C#N,-18,-1,-62,-16,1.4,-19,3,-3,15
CCOC(=O)c1cnc2c(C(=O)OC)cccc2c1NCc1ccco1,-11,-9,-12,11,-1.1,-2,2,0,-2
Cc1ccc(CNS(=O)(=O)c2ccc3c(c2)CCN3C(=O)CCCC(=O)O)cc1,0,3,-3,-2,0.7,-16,0,-8,1
O=C(NC1CCCC1)c1sc(=S)n2c1[nH]c(=O)c1ccccc12,-18,-24,-5,15[fluorescence artefact?],0.1,-2,6,8,-12
O=c1/c(=C\c2ccc(O)cc2)sc2n1C(c1ccccc1)C(c1ccccc1)=NN=2 (stereo not given),-62,-288,-16,-4,0.6,11,-2,-48,-81
CC(NCC(O)c1ccc([N+](=O)[O-])cc1)C12CC3CC(CC(C3)C1)C2 (stereo not given),6,-6,-5,2,1.1,-5,-6,-18,4
CCOC(=O)c1ccc(-n2c(N)c(C(=O)NCc3ccco3)sc2=S)cc1,-4,0,-21,-9,0.1,4,2,-15,20
COc1ccc(Nc2cc(=O)oc3ccccc23)cc1,-11,3,-13,-11,0.6,-19,-1,-50,-1
Cc1ccc(Nc2nc(N)nc(CN3CCCCCC3)n2)c(C)c1,-12,1,3,6,-0.2,-6,1,-9,1
Cc1ccccc1/C=c1\s/c(=C\C(=O)C(C)(C)C)[nH]c1=O,-13,-5,-12,-4[fluorescence artefact?],1.5,-1,1,2,2
Cc1ccccc1OCCOC(=O)c1nc2nccc(C)n2n1,-6,0,3,-15,0.8,-7,-1,-11,0
CCCc1c(C(=O)NNc2cccc(Cl)c2)cnn1-c1ccccc1,-9,3,9,0,0.3,-4,16,-6,-1
CCCC1=C(C(=O)OCC)C(c2cc(Cl)cc(OC)c2OCC(=O)OCC)NC(=O)N1 (stereo not given),-8,-2,4,-4,0.2,-5,0,-7,-4
Cc1cc(C)n(-c2nc3c(c(=O)[nH]c(=O)n3C)n2CC(C)C)n1,-1,-5,22,-8,-0.4,5,0,-21,1
CCCC(=O)Nc1cc(C)c(NC(=O)c2cccs2)cn1,-5,-3,1,-10,0.7,-12,24,5,0
Cn1nc(C(F)(F)F)c(/C=N/OC(=O)c2ccccc2)c1SCc1ccc(Cl)cc1,-2,2,1,-9,8.5,1,1,-19,-2
Cc1nn(Cc2c(Cl)cccc2Cl)c(C)c1NC(=O)CCCn1nc([N+](=O)[O-])c(Cl)c1C,-6,-1,-6,-3[fluorescence artefact?],0.9,.,1,7,0
O=Nc1onc(-c2ccc([N+](=O)[O-])cc2)c1NO,-6,-1,-24,-12,0.3,5,18,-4,1
O=C(NCCN1C(=O)S/C(=C/c2ccccc2)C1=O)C1CCCN1C(=O)c1cccs1 (stereo not given),3,5,-33,0[fluorescence artefact?],-0.9,-10,1,-8,0
C(=N/n1c2ccccc2c2ccccc21)/c1ccco1,-15,-5,-13,8,0.3,5,2,1,4
O=C(CSc1ccccn1)Nc1cccc([N+](=O)[O-])c1,-11,41,0,-7,3.4,7,20,-3,-92
O=C1CCCc2nc(N3CCN(Cc4ccccc4)CC3)ncc21,7,1,-12,-11[fluorescence artefact?],-0.1,-8,2,-1,-4
CCN(Cc1ccncc1)Cc1nc(Cc2ccccc2Cl)no1,2,-3,-5,-1,0.4,-14,1,-6,-2
O=C1CSC(c2cccnc2)N1Cc1ccc(Cl)cc1 (stereo not given),0,-1,-7,-6,0.4,-1,9,-15,1
O=C(NC(=S)NCc1ccncc1)c1ccccc1,-1,-2,-4,0,0.6,-11,-8,-5,4
COc1cc(/C=C2\N=C(c3ccccc3)OC2=O)ccc1OCc1c(C)no[n+]1[O-],-8,5,-11,-6,0.7,-8,0,24,0
O=C(O)c1cccc(N2C(=O)C3CC=C(Cl)CC3C2=O)c1 (stereo not given),-13,-3,6,-2,1.3,-1,2,-1,0
Cc1csc(NC(=O)CSc2nnc(-c3ccncc3)o2)n1,-11,2,-2,2,0.0,18,0,-9,0
COc1cc(NC(N)=S)c(OC)cc1Cl,-10,1,24,1,0.4,-7,6,-12,-1
CN(CC1CCCO1)S(=O)(=O)c1ccc(C(=O)Nc2nccs2)cc1 (stereo not given),-7,2,-22,4,87*,0,25,-14,1
CCn1c(C)nc2cc(OC)ccc21,-11,-1,1,-9,0.1,-1,19,-28,2

# The closing five compounds of the section before lead into the next.
SMILES,p47phox inh,Runt-SMMHC FRET,Tb hexokinase,14-3-3 Bad PPI,zVAD death inh,Mdm2 ligase inh,Hck Nef HTS,EBV gp42 block,Runt-CBFb FRET
O=C(O)c1cccc(N2C(=O)C3CC=C(Cl)CC3C2=O)c1 (stereo not given),-13,-3,6,-2,1.3,-1,2,-1,0
Cc1csc(NC(=O)CSc2nnc(-c3ccncc3)o2)n1,-11,2,-2,2,0.0,18,0,-9,0
COc1cc(NC(N)=S)c(OC)cc1Cl,-10,1,24,1,0.4,-7,6,-12,-1
CN(CC1CCCO1)S(=O)(=O)c1ccc(C(=O)Nc2nccs2)cc1 (stereo not given),-7,2,-22,4,87*,0,25,-14,1
CCn1c(C)nc2cc(OC)ccc21,-11,-1,1,-9,0.1,-1,19,-28,2
Cc1ccccc1C(=O)O/N=C/c1c(N2CCOCC2)n(C)c2ccccc12,-12,1,-9,-15,0.1,-6,0,-13,-3
Cc1cccc(/C=N/NC(=O)Cn2nccc2C)n1,2,7,-4,12,1.5,-10,0,-16,3
Cc1c(Br)c([N+](=O)[O-])nn1CC(=O)N(C)Cc1ccccc1,3,1,-6,0,-0.5,-6,18,-16,-2
CNS(=O)(=O)c1ccc(NS(=O)(=O)c2ccccc2F)cc1,-4,0,3,-1,1.6,-20,-24,9,-1
CC(C)(C)c1cnnn1-c1ccc(C=O)cc1,12,-1,6,4,-0.3,-5,5,-3,-1
Cc1csc(SCC(=O)Nc2ccccn2)n1,-14,1,5,6[fluorescence artefact?],-0.1,-6,0,-16,1
FC(F)(F)c1nnc2n1N=C(c1cccs1)CS2,0,0,-16,-13,2.9,-5,20,-7,-2
Cc1ccc(-c2c[n+]3c(n2-c2ccccc2)SCC3)cc1,-3,-5,7,-2,-1.1,-25,23,-11,1
CCCC(=NCCc1c(C)[nH]c2ccccc12)C1=C(O)CC(c2ccccc2)CC1=O (stereo not given),-17,4,1,-20,0.0,-6,3,-10,4
COc1ccc(-n2nnc3c(=O)n(CC(=O)N4CCC(C)CC4)cnc32)cc1,-10,2,2,6[fluorescence artefact?],-0.4,-6,3,-20,3
O=C(O)CC/C(=N\NC(=O)CNC(=O)c1cccc(Cl)c1)c1ccccc1,-1,-2,1,23,-0.7,-1,9,-12,-1
c1ccc(N2CCN(c3nnnn3-c3ccccc3)CC2)cc1,-5,0,-1,1,-1.8,-8,-2,4,0

# Source: PubChem BioAssay (several laboratories)
